E coli Lon inh = E. coli protease La inhibition. purified E. coli Lon protease, fluorescence polarization. inhibition, % at 7.94 µM. hit rate 0.42% among 360,000; in the data active means inhibition above about 13%, passing the limit was not always enough;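 further: 0% = enzyme with probe and DMSO and 100% = no enzyme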
Neddyl block = cullin neddylation inhibition | hit rate 0.58% among 360,000 | calls only at 25 µM | TR-FRET cullin neddylation, biochemical | AID 651699 | P61081+Q13564; in the data active means inhibition above about 36%
Target sequence (P61081 whole entry, looked up): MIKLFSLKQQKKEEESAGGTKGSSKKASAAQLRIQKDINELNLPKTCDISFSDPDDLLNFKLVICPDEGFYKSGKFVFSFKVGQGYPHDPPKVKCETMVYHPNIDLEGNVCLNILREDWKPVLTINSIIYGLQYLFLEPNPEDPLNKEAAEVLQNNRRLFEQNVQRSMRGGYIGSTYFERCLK
Target sequence (Q13564 whole entry, looked up): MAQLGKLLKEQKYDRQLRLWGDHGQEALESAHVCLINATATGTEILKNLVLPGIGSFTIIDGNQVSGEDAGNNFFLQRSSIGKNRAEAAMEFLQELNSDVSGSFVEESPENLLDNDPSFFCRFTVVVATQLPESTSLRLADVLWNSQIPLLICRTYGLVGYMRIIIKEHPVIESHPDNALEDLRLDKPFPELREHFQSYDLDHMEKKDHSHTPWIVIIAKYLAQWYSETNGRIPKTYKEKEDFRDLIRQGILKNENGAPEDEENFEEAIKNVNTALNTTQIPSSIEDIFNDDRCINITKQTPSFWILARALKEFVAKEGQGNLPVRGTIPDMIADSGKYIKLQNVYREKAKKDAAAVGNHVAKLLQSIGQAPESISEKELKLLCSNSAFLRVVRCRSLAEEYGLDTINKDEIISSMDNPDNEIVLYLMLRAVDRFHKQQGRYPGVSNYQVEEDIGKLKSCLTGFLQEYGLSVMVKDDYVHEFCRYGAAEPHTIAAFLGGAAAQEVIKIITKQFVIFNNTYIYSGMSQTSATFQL
MT1-MMP act inh = blocks activation of human MT1-MMP; HT1080 RFP-PRO-GFP cells, GFP/RFP ratio fluorescence, overnight; percent of plate control window, DMSO zero; hit rate 0.061% among 360,000; GFP/RFP ratio change, % at 20 µM; P50281;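 active means GFP/RFP ratio change of at least 30% with cell ATP level not reduced by more than half and red fluorescence within 50% of control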; further: strong numbers were not always called active
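Assay system – RFP-PRO-GFP reporter HT1080 cells · Compound dosing – single dose of 20 µM compound, 1% DMSO final · Incubation – overnight compound exposure at 37 °C · Measure – GFP/RFP fluorescence ratio · Benchmarks – DMSO wells and RFP-L50D-GFP cells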
MLLE-PAM2 inh = inhibitors of microRNA-mediated deadenylation, human PABP1 MLLE binding; inhibition, % at 20 µM; GST-MLLE / FITC-PAM2 fluorescence polarization; hit rate 0.36% among 360,000; in the data active means inhibition above about 35%, passing the limit was not always enough;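 further: plate controls were DMSO wells with GST-MLLE for no effect and wells lacking GST-MLLE protein for full effect; some results filed as inactive read as strong as hits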
CendR NRP1 mod = modulators of CendR peptide binding to human neuropilin-1; O14786; FAM-RPARPAR peptide binding to NRP-1, fluorescence polarization; inhibition, % at 25 µM; hit rate 0.85% among 360,000; AID 602438;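 active means inhibition or corrected inhibition above about 18%, plus a signal ratio from 0.5 to 1.5, limit read from the data, passing the limit was not always enough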; further: strong numbers were not always called active
FAS TE block = blocks the thioesterase domain of human fatty acid synthase | recombinant FAS-TE, OMFH fluorogenic substrate, fluorescence endpoint | hit rate 0.67% among 360,000 | inhibition, % at 15 µM | P49327;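 active means compounds whose normalised, plate-corrected inhibition of enzyme fluorescence in the single-dose primary screen is 50% or more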;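 further: 0% = DMSO with enzyme and 100% = substrate without enzyme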
Rin1-Abl PPI inh = inhibitors of human Rin1-Abl protein interaction. TR-FRET Rin1/Abl binding, biochemical. P00519+Q13671. hit rate 0.4% among 360,000. inhibition, % at 7.35 µM; in the data active means inhibition above about 5%, passing the limit was not always enough
SKN-1 inh = blocks SKN-1 activity in C. elegans | C. elegans VP596 Pgst-4::GFP/RFP ratio, acrylamide-induced, 24 h | inhibition, % at 21.8 µM | hit rate 0.49% among 360,000 | AID 624304;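 active means interference check ratio from 0.5 to 1.5 plus GFP to RFP signal ratio inhibition reaching or exceeding a fixed threshold, cut at about 30% in these data, passing the limit was not always enough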; further: some compounds called inactive have numbers as strong as hits
MsrA act = activators of bovine methionine sulfoxide reductase A; purified bovine MsrA, absorbance read-out; hit rate 0.3% among 360,000; activation, % at 10.6 µM; in the data active means activation above about 7.5%;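 further: 0% = vehicle and 100% = reference activator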
* hit, by the source's call; i = inactive; / = no result given. The order is random; overall some 4% were active at least once.

SMILES	E coli Lon inh	Neddyl block	MT1-MMP act inh	MLLE-PAM2 inh	CendR NRP1 mod	FAS TE block	Rin1-Abl PPI inh	SKN-1 inh	MsrA act
O=C(CCCCCNC(=O)N1CCn2c1nc1ccccc12)N[C@@H](Cc1ccccc1)C(=O)O	6	i	-1	7	-6	-5	2	2	-8
O=C(Nc1cnccn1)Nc1ccc(Cl)cc1Cl	1	i	-3	-2	3	-5	4	4	-10
COc1ccc(/C=C/c2c(-c3ccc(OC)cc3)sc3cc(OC)c(OC)cc23)cc1	0	i	1	2	7	20	0	5	-4
O=C(NC1CCN(C(=O)NC2CCCCC2)CC1)c1cccc(F)c1	-6	i	2	-13	6	-6	-1	4	-2
O=C(c1cccc(C(F)(F)F)c1)C1CCCN(C(=O)c2cc(C3CC3)[nH]n2)C1 (centres undefined)	12	i	3	-5	13	-5	-2	-1	-2
CC(=Nc1ccccc1)C1=C(O)COC1=O	-5	i	1	7	-8	-10	2	9	-2
Cc1n[nH]c(=O)n1-c1cccc(C(F)(F)F)c1	-8	i	3	23	11	-7	3	11	0
O=C(O)c1ccc(Cl)c(NC(=O)C2CCCN2S(=O)(=O)c2cccc3nsnc23)c1 (centres undefined)	-6	i	-3	-12	0	-10	-2	17	-3
O=c1[nH]cccc1-c1nc2ccccc2n1Cc1ccccc1F	-5	/	0	-18	0	-3	2	-23	0
CCCCOc1ccccc1C(=O)N(Cc1ccc(C)o1)C1CCS(=O)(=O)C1 (centres undefined)	-2	i	-5	-3	6	9	4	8	-5
O=c1ccc(Oc2nc(N3CCOCC3)nc(N3CCOCC3)n2)nn1-c1ccccc1	-12	i	-1	-13	11	-5	-1	20	-3
CCn1nc(C(=O)OCC(=O)NCC(C)C)c2ccccc2c1=O	-9	i	0	-9	-1	0	2	8	-2
CCOC(=O)C1=C(C)Nc2ccccc2N=C1NC(=O)Cc1ccc(Br)cc1	-4	i	0	-7	1	-7	0	3	-9
O=C(CN1CCCCCC1)Nc1cccc(NC(=O)CN2CCCCCC2)c1	-2	i	5	-9	2	-4	4	-7	0
COc1ccc(C)cc1S(=O)(=O)N1CCN(Cc2ccccc2)CC1	5	i	1	4	8	-3	2	-3	-2
COCCN(C(=O)c1ccco1)c1nnc(-c2ccc(OC)cc2)s1	-2	i	-1	3	-3	8	4	1	-2
Cc1ccnc(NS(=O)(=O)c2ccc(NC(=O)C3CCCCC3C(=O)O)cc2)n1 (centres undefined)	-10	i	1	2	-2	-8	0	4	-5
c1ccc(CC2CCN(C(c3cccs3)c3nnnn3C3CCCC3)CC2)cc1 (centres undefined)	-2	i	-13	1	-2	24	-1	7	-2
CC(NC(=O)c1cc(-c2ccc3c(c2)OCO3)nc2ccccc12)C(C)(C)C (centres undefined)	11	/	3	-12	-10	5	0	12	-2
Cc1ccc(NC(=O)CCN2C(=O)c3ccccc3Sc3ncccc32)cc1	0	i	-5	2	-6	-4	4	3	-9
COc1ccc(NS(=O)(=O)c2ccc(N3CCN(CCO)CC3)c([N+](=O)[O-])c2)cc1	12	i	0	3	-1	-6	-1	-9	-2
CC1=NN(c2nc(-c3ccc(C)cc3)cs2)C(=O)C1N=Nc1cccc(C)c1 (centres undefined)	7	i	11	8	-10	17	2	-1	-4
O=C1C=C(c2ccccc2)C[C@@H](c2ccc3c(c2)OCO3)C1	-7	i	1	15	9	26	1	-3	-3
Cn1c(COc2cccc3ccccc23)nnc1SCC(=O)OC1CCCCC1	5	i	-2	-65	8	23	-2	-3	-6
Cc1ccc(Cn2c(C)c(C(=O)NCc3ccccc3C(F)(F)F)sc2=O)cc1	-3	i	-6	-3	-6	22	1	9	-1
New compounds follow:
SMILES	E coli Lon inh	Neddyl block	MT1-MMP act inh	MLLE-PAM2 inh	CendR NRP1 mod	FAS TE block	Rin1-Abl PPI inh	SKN-1 inh	MsrA act
C#CCn1c(=NC(=O)c2ccco2)sc2cccc(Cl)c21	1	i	-3	11	-12	-1	-1	-1	-2
CCCN(CCC)CCNC(=O)C1c2ccccc2C(=O)N(CCOC)C1c1ccc(F)cc1 (centres undefined)	-11	i	2	0	8	-10	1	0	-2
COc1cc2cc(CN(CCO)C(=O)c3cccs3)c(=O)[nH]c2cc1OC	-1	i	4	8	-11	-6	-1	3	-14
Cc1csc(NC(=O)c2nn(C)c(C)c2[N+](=O)[O-])n1	-4	i	4	0	8	-6	-4	-5	-3
COc1ccc(N(C(=O)c2snc(C(N)=O)c2N)C(C(=O)NC2CCCC2)c2cccs2)c(OC)c1 (centres undefined)	-1	i	-10	2	6	10	4	6	-2
NC(=O)c1ccc(NC(=O)CCCc2nc(-c3ccccc3Cl)no2)cc1	-1	i	-6	7	4	-10	0	-36	-14
COc1ccccc1CN(C)C(=O)c1cc(-c2cccs2)nc2ccccc12	2	i	3	6	6	20	0	20	-1
Cc1ccccc1NC(=O)CSc1ccc(-c2ccccn2)nn1	0	i	2	-3	10	-5	-2	-17	-1
O=C(NCc1ccccc1)C1=C[C@@H](c2ccc(C(F)(F)F)cc2)C[C@@H](OCCCCO)O1	-6	i	2	2	-9	8	3	24	-2
O=C1COc2ccc(C(=O)COC(=O)c3ccccn3)cc2N1	-4	i	-5	13	2	-4	-2	5	0
O=C(NCCCCO)c1c(-c2ccccc2)oc2c1C(OCCCCCO)CCC2 (centres undefined)	-1	i	6	/	1	-10	/	18	-12
CCc1ccc(Oc2cc(Cl)nc(N)n2)cc1	-10	i	-1	10	-5	-4	-1	9	-1
Cc1ccc(C(O)c2ccc(-n3ccnc3)cc2)cc1 (centres undefined)	2	i	4	-4	8	-7	-1	5	0
N#Cc1ccccc1NC(=O)COC(=O)CCc1ccccc1	-2	i	2	-5	17*	-2	1	3	0
CCOC(=O)Nc1ccc(S(=O)(=O)Nc2nccc(C)n2)cc1	-14	i	0	-7	-17	-10	3	-34	-13
CCn1c(SCC(=O)Nc2ccc(C(C)=O)cc2)nc2nc3c(cc2c1=O)CCCC3	-2	i	-10	-7	-14	1	0	5	-1
O=P(c1cccs1)(c1cccs1)c1cccs1	0	i	3	7	6	-3	-4	-3	-1
Cc1cccc(N(C(=O)Nc2ccc(Cl)cc2)C2=NCC(C)S2)n1 (centres undefined)	-8	i	5	-4	-15	4	0	8	1
Cc1cccc(C(=O)NCC(=O)OCCOc2ccccc2Cl)c1	0	i	5	13	5	3	-2	-7	-6
CCOC(=O)/C(=N\Nc1ccc(C(C)=O)cc1)c1csc(Nc2ccccc2)n1	-3	i	-37	-114	-118	-11	-1	9	0
COc1ccccc1-n1c(COc2ccccc2-c2ccccc2)nnc1SCC(=O)c1c(N)n(C)c(=O)n(C)c1=O	-11	i	0	-95	5	-5	2	-3	-9
NC(=O)c1ccccc1NC(=O)CN1CCCCCC1	0	i	3	1	-6	-2	2	9	-3
CCOC(=O)c1cc2sc(C)cc2n1CC(=O)Nc1ccc2c(c1)OCCO2	-4	i	1	-5	1	11	3	8	-1
COc1ccc(CCNc2nc(C)nc3c2nnn3Cc2ccccc2)cc1OC	6	i	5	-2	-12	2	1	0	-3
O=C(CCn1c2c(c3ccccc31)CCCC2)NNC(=O)c1ccccc1Cl	8	i	-1	-12	0	-1	-2	-4	1
(next part)
SMILES	E coli Lon inh	Neddyl block	MT1-MMP act inh	MLLE-PAM2 inh	CendR NRP1 mod	FAS TE block	Rin1-Abl PPI inh	SKN-1 inh	MsrA act
CN(C)C(=O)Nc1ccccc1CC[N+](=O)[O-]	-4	i	-1	5	14	-3	0	7	-7
NS(=O)(=O)c1ccc(N/N=C/c2ccccc2Br)cc1	1	i	-2	6	14	14	2	7	-9
O=C(Nc1c(C(=O)Nc2cccc(F)c2)oc2ccccc12)c1ccc2c(c1)OCO2	7	i	2	0	-5	29	-1	13	-10
O=C(CN1CCOc2ccccc21)N1CCN(c2cccc(Cl)c2)CC1	-24	i	1	1	-20	3	-2	7	1
OCCC1CN(Cc2cccs2)CCN1Cc1ccccc1 (centres undefined)	2	i	-2	9	-2	-8	0	10	-9
COc1ccc(/C=C/C(=O)OCC(=O)NC2CCCCCC2)cc1	6	i	3	9	-7	3	-3	6	-1
CN(C)c1oc(-c2ccccc2Cl)nc1S(=O)(=O)c1ccccc1	6	i	1	13	2	17	-1	10	-3
Cn1cc(-c2ccc(C(=O)NCc3cccc(Cl)c3)c3occc23)cn1	0	i	3	5	-9	11	3	4	-2
COc1ccc(CCNC(=O)COC(=O)Cc2c[nH]c3ccccc23)cc1OC	4	i	-2	1	6	-2	1	10	-4
CC(SCC(=O)O)c1nc2ccccc2[nH]1 (centres undefined)	-3	i	-11	1	7	-5	-2	1	-3

Source: PubChem
